Screens from PubChem.
procasp7 counter: counter-screen: procaspase-7 (human) activation. P55210. recombinant procaspase-7, Ac-DEVD-pNA absorbance 405 nm; D23A/D198A/D206A triple mutant, cannot self-cleave; scale: DMSO 0, 5 µM enzyme 100. activation, % at 8.5 µM. actives 0.093% (n = 330,000). AID 463210;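 active = percent activation above the screen-wide mean plus 3 SD, cut at about 25% in these data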
Target sequence (P55210 whole entry D23A/D198A/D206A): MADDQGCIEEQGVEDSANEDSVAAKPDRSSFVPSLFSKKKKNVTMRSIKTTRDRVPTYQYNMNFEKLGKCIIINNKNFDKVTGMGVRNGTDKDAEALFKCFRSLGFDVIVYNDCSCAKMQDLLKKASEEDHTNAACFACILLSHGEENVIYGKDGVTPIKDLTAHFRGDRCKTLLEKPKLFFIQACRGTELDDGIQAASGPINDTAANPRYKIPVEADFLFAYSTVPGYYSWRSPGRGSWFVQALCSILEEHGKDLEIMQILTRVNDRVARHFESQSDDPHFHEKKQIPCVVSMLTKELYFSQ
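Assay system: Uncleavable procaspase-7 mutant enzyme | Input: 2 µM procaspase-7 mutant as dispensed | Timing: 1 h compound preincubation, 2 h substrate cleavage, 25 °C | Repeats: One well per compound | Control set: DMSO wells as 0%, DMSO with 5 µM added PC-7 as 100% | Technique: Epi-absorbance of released pNA at 405 nm, two timepoints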
CIT2-GFP yeast: modulators of TOR pathway CIT2-GFP in S. cerevisiae. S. cerevisiae CIT2-GFP strain, flow cytometry, 3 h; 100 means same as DMSO wells. GFP response vs DMSO, % at 10 µM. actives 0.065% (n = 320,000). AID 2029;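 active = GFP response relative to DMSO above a set limit, near the screen mean plus 3 SD, cut at about 150% in these data; inconclusive = Fewer than 70 cells measured for a yeast strain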;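 also: ratio of well median GFP fluorescence to mean of DMSO wells on the plate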
RPL19A TOR yeast: modulators of TOR pathway RPL19A-GFP in S. cerevisiae | S. cerevisiae RPL19A-GFP strain, flow cytometry, 3 h; stronger effect = lower value | percent response vs DMSO, % at 10 µM | actives 0.3% (n = 330,000) | AID 2025;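 active = percent response vs DMSO below 50%; inconclusive = fewer than 70 events counted for the yeast strain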;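 also: median channel GFP fluorescence of the barcoded RPL19A-GFP strain; ratio of sample median GFP to plate DMSO average so 100% = DMSO; lower means less RPL19A-GFP as with rapamycin TOR inhibition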
proCasp3 act: procaspase-3 (human) activation. P42574. recombinant procaspase-3 D3A, Ac-DEVD-pNA absorbance 405 nm. activation, % at 8.5 µM. actives 0.11% (n = 330,000);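 active = activation above the mean of all tested compounds plus 3 SD, cut at about 21% in these data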;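 also: 0% = DMSO alone and 100% = DMSO wells spiked with extra 5 µM PC-3 D3A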
Target sequence (P42574 whole entry D9A/D28A/D175A): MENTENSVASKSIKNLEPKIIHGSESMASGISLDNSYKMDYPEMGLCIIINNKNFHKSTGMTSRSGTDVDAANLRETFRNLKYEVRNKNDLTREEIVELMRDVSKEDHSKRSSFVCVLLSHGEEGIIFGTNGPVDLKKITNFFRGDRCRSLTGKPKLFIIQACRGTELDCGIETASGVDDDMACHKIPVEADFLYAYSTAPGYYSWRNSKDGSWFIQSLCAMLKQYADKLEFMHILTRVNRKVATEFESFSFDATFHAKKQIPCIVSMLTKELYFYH
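System: Procaspase-3 D3A mutant. Medium: Zinc-free 300 mM NaCl, 50 mM HEPES, 0.01% Triton X-100. Schedule: 1 h preincubation plus 2 h reaction at 25 °C. Measured by: 405 nm absorbance of p-nitroaniline, reads at 0 and 120 min. Read-out: percent activation relative to control range.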
AGP1 TOR yeast: yeast TOR pathway AGP1-GFP modulation; S. cerevisiae AGP1-GFP multiplex flow cytometry, 3 h; GFP as percent of DMSO wells; GFP response vs DMSO, % at 10 µM; actives 0.02% (n = 320,000);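 active = GFP response relative to DMSO above a set limit, near screen average plus 3 SD, cut at about 150% in these data; inconclusive = fewer than 70 cells counted for the yeast strain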;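 also: median GFP channel fluorescence of the gated AGP1 strain per well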
MEP2 TOR yeast: modulators of TOR pathway MEP2-GFP in S. cerevisiae; GFP response vs DMSO, % at 10 µM; S. cerevisiae MEP2-GFP strain, flow cytometry GFP, 3 h; 100% = DMSO control level; actives 0.51% (n = 330,000);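 active = GFP response versus DMSO above a set limit, roughly screen mean plus 3 SD, cut at about 180% in these data; inconclusive = fewer than 70 cells counted for a yeast strain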;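 also: median GFP fluorescence of the barcode-gated MEP2-GFP cells per well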
LAP4 TOR yeast: alters LAP4-GFP fluorescence in TOR pathway yeast screen | actives 0.34% (n = 320,000) | S. cerevisiae LAP4-GFP multiplex, flow cytometry GFP, 3 h; median GFP as percent of DMSO wells | GFP response vs DMSO, % at 10 µM | AID 2023;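 active = GFP response vs DMSO above a set limit, about the screen mean plus 3 SD, cut at about 150% in these data; inconclusive = under 70 cell events counted for the yeast strain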
AHR act: human AHR activation | P35869 | AHR-responsive luciferase reporter cells, luminescence | activation, % at 5 µM | actives 2.5% (n = 320,000) | AID 2796; in the data active = activation above about 47%;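 also: 0% = vehicle wells and 100% = reference agonist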
* marks the source's active call; other numbers are inactive results; ? = inconclusive; · = no result given; [ ] = remark or other dose.

SMILES,procasp7 counter,CIT2-GFP yeast,RPL19A TOR yeast,proCasp3 act,AGP1 TOR yeast,MEP2 TOR yeast,LAP4 TOR yeast,AHR act
Cc1nn(C)c2ncc(C(=O)c3cc(F)ccc3O)cc12,-3,108,100,6,102,108,117,1
COCCCNc1nc2c(-c3cccc(C)c3)nnn2c2ccccc12,3,105,103,-2,112,106,107,49*
N/C(=N\OC(=O)c1cccc(C(F)(F)F)c1)c1cnccn1,-1,137,93,5,108,102,98,17
COc1ccc(-c2nc3ccccc3[nH]2)cc1,2,96,95,7,94,101,109,-4
CCCC(=O)Nc1sc(C(=O)Nc2cccc(N)c2)c(C)c1C(=O)OC,3,91,99,-2,98,94,115,14
CN1C(=O)C(O)(CC(=O)/C=C/c2ccco2)c2ccccc21 (stereo unspecified),-19,107,98,-1,99,100,101,2
CSCCC(NC(N)=O)C(=O)NCC1CCCCC1 (stereo unspecified),10,106,105,3,112,109,104,-3
COCCn1c(SCC(=O)NCc2ccco2)nnc1-c1c[nH]c2ccccc12,-2,122,104,1,110,97,113,6
CCN(CCCNc1ncnc2nc[nH]c12)c1cccc(C)c1,1,107,105,4,101,92,89,18
COc1cccc(-c2cc(C(=O)NC3CCCCC3)no2)c1,-4,100,97,1,95,102,97,-1
O=C(CSc1ccccc1)Nc1ccc2c(c1)C(=O)NC2=O,10,97,97,3,108,97,103,-3
C#CCOc1ccc(C2C3=C(CC(C)(C)CC3=O)N(CC(=O)O)C3=C2C(=O)CC(C)(C)C3)cc1,2,97,78,-2,94,126,93,-2
COC(=O)Cc1nc(Nc2ccccc2)sc1C,8,101,102,-8,117,105,125,-1
CCn1cc(C(=O)NCc2ccc3c(c2)OCO3)c(=O)c2cc(F)c(N3CCN(C(=O)c4ccco4)CC3)cc21,-1,100,99,0,106,101,96,1
O=C(NCc1ccncc1)C(=O)N/N=C/c1ccc(OCc2ccccc2)cc1,5,99,98,0,99,103,102,1
O=C(NCCS(=O)(=O)N1CCC2(CC1)OCCO2)c1ccccc1,15,105,105,-1,110,103,99,0
COC(=O)c1nc(N)sc1-c1ccc(OC)cc1,0,79,98,-2,93,101,92,8
CCOC(=O)C1CCN(C(=O)c2cn(C)c(=O)c3cc(OC)c(OC)cc23)CC1,0,100,98,3,104,105,105,0
COc1ccc(OC)c(C2=NOC(C(=O)Nc3c(C)n(C)n(-c4ccccc4)c3=O)C2)c1 (stereo unspecified),-3,97,104,8,109,105,106,-1
Cc1nc2ccc(N)cc2c(=O)n1Cc1ccc(Cl)cc1,-6,96,100,-7,91,89,89,26
O=C(Oc1coc(CSc2ncccn2)cc1=O)c1cccs1,2,102,99,4,97,97,104,-1
Cc1ccc(S(=O)(=O)NN2C(=O)/C(=C/c3ccccn3)SC2=S)cc1,1,90,88,6,101,104,120,0
O=C(Nc1ccc(Cl)cn1)C1CCCN1S(=O)(=O)c1ccc(Cl)cc1 (stereo unspecified),7,99,94,2,98,103,97,0
CCO[C@@H]1OC(C(=O)Nc2ccccc2)=C[C@H](c2csc3ccccc23)[C@H]1CCCO,12,127,104,1,94,94,140,0

Reprinted at random: 2 compounds from above.
SMILES,procasp7 counter,CIT2-GFP yeast,RPL19A TOR yeast,proCasp3 act,AGP1 TOR yeast,MEP2 TOR yeast,LAP4 TOR yeast,AHR act
O=C(Nc1ccc(Cl)cn1)C1CCCN1S(=O)(=O)c1ccc(Cl)cc1 (stereo unspecified),7,99,94,2,98,103,97,0
O=C(NCCS(=O)(=O)N1CCC2(CC1)OCCO2)c1ccccc1,15,105,105,-1,110,103,99,0

More results follow:
SMILES,procasp7 counter,CIT2-GFP yeast,RPL19A TOR yeast,proCasp3 act,AGP1 TOR yeast,MEP2 TOR yeast,LAP4 TOR yeast,AHR act
CCc1nnc(NC(=O)CSc2nc(-c3ccccc3)c(-c3ccccc3)o2)s1,5,92,109,8,129,102,98,0
COc1ccc(OC)c(NS(=O)(=O)c2ccc(Br)s2)c1,6,91,89,4,83,85,83,1
Cc1ccc(NC(=O)c2ccc(OC(=O)COc3cccc(Cl)c3)cc2)cc1,5,100,101,4,96,100,89,11
COc1ccc(S(=O)(=O)N2CCC(C(=O)NCCCc3ccccc3)CC2)cc1,9,98,92,1,89,139,98,-1
CCOC(=O)C1CCN(C(=O)COC(=O)c2oc3ccc(OC)cc3c2C)CC1,-1,104,105,1,109,102,102,0
CSCCC(NS(=O)(=O)c1ccc2c(c1)c(=O)n(C)c(=O)n2C)C(=O)NC1CCN(Cc2ccccc2)CC1 (stereo unspecified),-1,98,96,3,93,97,96,0
O=C(Cn1c(=O)cnc2ccccc21)NC1CCC(O)CC1 (stereo unspecified),-8,?,47*[may fluoresce violet],-1,?,122[may fluoresce violet],66[may fluoresce violet],3
CCOc1cc(/C=C2/C(=O)NN(c3cccc(Cl)c3)C2=O)ccc1O,-21,125,105,1,102,110,82,2
Cn1ncc(Cl)c1C(=O)N1CCc2ccccc21,-3,91,100,1,106,104,113,24
O=[N+]([O-])c1ccc(/C=N/Nc2nc(NCc3ccccc3)nc(N3CCOCC3)n2)cc1,11,95,94,1,100,92,101,-1
N#Cc1ccc(N2Cc3ccccc3C2=NC(=O)c2cccnc2Cl)cc1,5,97,103,-1,93,99,92,-6
O=C(c1ccc(Sc2cccc(Cl)c2)c([N+](=O)[O-])c1)N1CCN(c2ccccn2)CC1,5,94,93,0,85,101,98,1
CCn1c(SCC(=O)Nc2nc(-c3ccc(C)cc3)cs2)nnc1-c1ccccc1,-8,102,100,1,103,103,98,4
COc1ccc(NC(=O)C(c2ccc(C)cc2)N(C)C(=O)CNC(C)=O)cc1 (stereo unspecified),-6,98,100,4,100,102,95,-2
COc1ccc(NC(=O)CCCNC(=O)c2ccc(Cl)cc2)c(OC)c1,-6,93,95,1,94,100,85,2
COc1ccc(CC(=O)NCC2CCCN(Cc3ccccc3Cl)C2)cc1 (stereo unspecified),·,107,101,·,100,108,99,·
Cc1cc(SCC(=O)Nc2ncc(Cl)cc2Cl)nc2ccccc12,2,99,101,-2,106,106,101,13
COc1ccc(N2CCN(CCS(=O)(=O)c3cc(Cl)ccc3Cl)CC2)cc1,-11,104,100,-1,100,103,101,2
C=CCN1C(=O)/C(=C\c2ccc(OC(=O)c3ccco3)c(OC)c2)SC1=S,-6,97,100,-7,96,101,91,-1
CCC(=O)Nc1cccc(NC(=O)c2ccc3c(c2)OCCO3)c1,4,102,98,4,107,105,99,7
COc1ccc(CN2CCN(S(=O)(=O)c3ccc(NC(C)=O)cc3)CC2)c(OC)c1OC,8,97,98,4,100,95,104,9
CCOC(=O)Cc1csc(NC(=O)CCN2C(=O)c3ccccc3C2=O)n1,-2,78,115,-5,84,97,77,4
O=c1[nH]c(CS(=O)(=O)c2ccccc2)nc2ccccc12,6,100,101,3,105,97,97,74*
Cc1ccc(C)c(S(=O)(=O)N2CCN(C(=O)C(C)Sc3ccccc3)CC2)c1 (stereo unspecified),4,102,107,-1,107,98,105,1
C/C(=N\NC(=O)CN1CCCCC1)c1cccc([N+](=O)[O-])c1,5,78,92,0,91,86,90,9
COc1cccc2c1OCC/C2=N\NC(=O)COc1ccccc1C,-5,105,109,6,107,107,104,48*
Nc1nc(/C=C/c2cccnc2)nc(-c2ccccc2O)n1,6,123,103,3,117,117,102,28
CC(C)CCSc1ncnc2c1oc1nc3c(cc12)COC(C)(C)C3,-2,89,91,4,·,98,92,-3
COc1cc(/C=C(/C#N)c2ccccc2F)ccc1OCc1ccccc1,17,105,101,5,103,96,97,-1
CC(C)n1c(/N=C/c2c[nH]c3ccccc23)nc2ccccc21,4,85,116,3,84,95,79,9
O=C1NCCOC(=O)[C@H](Cc2ccc(F)cc2)CC/C=C/C[C@H]1CC(=O)N(CCO)Cc1ccccc1,-2,101,96,-4,92,92,89,0
Oc1ccccc1CNc1ccc(OC(F)(F)F)cc1,-1,92,89,-2,93,97,110,-9
O=C(Cn1nnc(-c2cc(C(F)(F)F)cc(C(F)(F)F)c2)n1)NNC(=S)Nc1ccc(Cl)cc1,-6,106,101,10,104,102,102,1
CN(CC(=O)Nc1ccc(Cl)cc1)C(=O)CCNC(=O)c1ccc(Cl)cc1,-4,98,97,9,100,97,102,37
COc1ccccc1CNC(=O)CN(CCc1ccccc1)S(C)(=O)=O,-3,100,101,-8,102,100,100,15
O=C(OCc1ccccc1)c1ccc2c(c1)-c1ccccc1C2=O,5,100,97,-1,97,101,94,3
COc1ccc2c(c1OC)C(=O)N1N=C(c3ccccc3)CC21 (stereo unspecified),1,104,103,5,102,107,108,6
COc1ccc(C(=O)NCCCSC)cc1OC1CCN(C(C)C)CC1,5,106,106,-5,104,101,88,1
Cc1cccc(C(=O)NCC(=O)OCC(=O)NC2CCCCCCC2)c1,4,100,96,-2,110,93,111,-2
CCOc1ccc(-n2c(Cc3cc(=O)[nH]c(=O)[nH]3)nnc2SC(C)C(=O)OC)cc1 (stereo unspecified),7,99,99,-2,106,94,98,-3
